Shiga toxin inh = Shiga toxin inhibition. Vero cells, Shiga toxin protein synthesis inhibition reporter. inhibition, % at 38.7 µM. 9.2% of 290,000 active. AID 2315; in the data active means inhibition mostly above about 28%, no sharp cut-off; inactive means mostly below about 43%; further: 0% is about no effect
Pf growth 48h = P. falciparum growth inhibition at 48 hours (one generation); AID 504832; Potency, µM (titrated, usually from 28.7 µM), for the others: at the highest dose activity change, negative = inhibition, usual class: inhibitors; 5.9% of 310,000 active; P. falciparum luciferase growth in erythrocytes, 48 h; further: potency means the concentration at half of the fitted maximal effect; on the % scale 0 is the no-effect control and ±100 the full control effect
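First compound was added to culture medium, then infected red cells at 0.1% parasitemia and 2% hematocrit (final). After incubation at 37 C under 5% CO2, luciferase detection reagent was dispensed and light output recorded.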
CHX counter = counter-screen hit for Shiga toxin inhibitors, cycloheximide; cell reporter, cycloheximide protein synthesis inhibition counterscreen; max response, %; 12% of 300,000 active; in the data active means max response mostly above about 13%, no sharp cut-off; inactive means mostly below about 14%; further: read at 38.3 µM for the half of the compounds with a filed dose; 0% is about no effect
Pf growth 96h = P. falciparum growth inhibition at 96 hour, primary screen for plastid delayed-death inhibitors. P. falciparum luciferase reporter growth, 96 h. Potency, µM (top dose mostly 28.7 µM), for inactives: top-dose activity change, negative = inhibition, hits mostly inhibitors. 6.9% of 320,000 active. AID 504834; further: potency means the concentration at half of the fitted maximal effect; on the % scale 0 is the no-effect control and ±100 the full control effect
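Two-generation exposure (96 h) targets delayed-death phenotype. Reporter parasites carrying integrated firefly luciferase, in red cells at 2% hematocrit and 0.05% parasitemia final, kept at 37 C, 5% CO2; luminescence loss indicates inhibition.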
FBPA Giardia inh = Giardia lamblia aldolase inhibition | A8B2U2 | purified Giardia FBPA | Potency, µM (titrated, usually from 59.6 µM), inactives show at the highest dose activity, negative = inhibition, usual class: inhibitors | 0.71% of 290,000 active | AID 2451; further: potency means the concentration at half of the fitted maximal effect; on the % scale 0 is the no-effect control and ±100 the full control effect; nearly all actives have a fitted effect of over 55% in size
Target sequence (A8B2U2 whole entry, looked up): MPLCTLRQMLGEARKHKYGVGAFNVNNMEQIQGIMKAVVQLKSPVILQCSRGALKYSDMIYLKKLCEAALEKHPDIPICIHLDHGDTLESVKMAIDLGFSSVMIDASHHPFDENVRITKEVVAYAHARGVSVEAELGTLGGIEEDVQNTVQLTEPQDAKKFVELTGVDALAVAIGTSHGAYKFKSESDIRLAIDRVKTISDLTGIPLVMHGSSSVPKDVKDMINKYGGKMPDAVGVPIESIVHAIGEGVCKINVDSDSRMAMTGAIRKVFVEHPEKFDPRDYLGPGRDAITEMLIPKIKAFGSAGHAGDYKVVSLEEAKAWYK
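40 nM FBPA preincubated 10 min at RT with compound (up to 57.5 uM final), then substrate plus GAPDH/TPI/NAD/arsenate coupling and diaphorase/resazurin added. Fluorescence read after 20 min at RT, 525/598 nm.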
HCV inh = blocks hepatitis C virus | Huh7.5.1 HCVcc-Cre infection, luciferase reporter, 44 h | Potency, µM (doses to about 41.8 µM), for inactives: top-dose activity change, negative = inhibition, most hits filed as inhibitors | 3.4% of 340,000 active; further: potency means the concentration at half of the fitted maximal effect; on the % scale 0 is the no-effect control and ±100 the full control effect
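Luciferase read-out (15 sec integration) after a 15 min room-temperature substrate step quantifies HCVcc-Cre infection. Cells, 1,000 per well, had compound added 4 h post-plating, then virus at ~0.5 moi, and were cultured 44 h.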
The depositor's hits bear a star; ? = inconclusive; · = not tested or not shown; & = joins results of further samples; [ ] = remark or other dose. Unless noted, the call rests on the fitted dose curve; in most records, active means well fitted curve in the direction sought with a large enough effect; inconclusive means small, poorly fitted or top-dose-only effect, or another doubt; inactive means no such curve, though single readings can be large; an effect the other way counts as inactive or inconclusive.

Compound	Shiga toxin inh	Pf growth 48h	CHX counter	Pf growth 96h	FBPA Giardia inh	HCV inh
CCC(C(=O)Nc1ccccc1C(=O)N1CCCC1)N1C(=O)c2ccccc2C1=O (stereo not drawn)	-13	3%	-4	·	0%	12%
COc1ccc(CCC(=O)N2CCCC(Nc3ccc(C)c(C)c3)C2)cc1OC (stereo not drawn)	-7	-26%	23*	?	-3%	-11%
CCCNC(=O)C1CN(S(=O)(=O)c2ccc(C)cc2)c2ccccc2O1 (stereo not drawn)	3	-6%	-4	-1%	5%	-9%
COc1ccc2c(c1OC)C(=O)OC2c1c(O)nc(SC)n(-c2ccccc2)c1=O (stereo not drawn)	-8	-7%	-1	13%	-2%	9%
CC(C)c1ccc(NC(=O)C(c2ccccc2)N2CCN(C=O)CC2)cc1 (stereo not drawn)	-10	52%[activator]	8	10%	·	8%
CCOc1ccc(S(=O)(=O)NCCCl)cc1	0	5%	9	27%	0%	6%
O=C(NCc1cc([N+](=O)[O-])ccc1O)c1cccnc1Sc1ccccc1	-18	?	-4	12µM*	·	17%
CCC(C(=O)Nc1ccc(S(=O)(=O)Nc2ncccn2)cc1)c1ccccc1 (stereo not drawn)	9	?	-2	?	-4%	8%
O=C(NC1CCCCC1)c1ccccc1NC(=S)NC(=O)C1CC1	4	-23%	-1	1%	-2%	-8%
CCN(CC)CCCNC(=O)c1cn(-c2cccc(OC)c2)c(=O)c2ccccc12	32	6%	1	-12%	-14%	8%
COc1ccc(OC)c(CC(NC(C)=O)C(=O)NC2CCN(S(=O)(=O)c3ccc(NC(C)=O)cc3)CC2)c1 (stereo not drawn)	17	15%	-4	-7%	·	8%
Cc1cc(C)cc(Oc2ccccc2CO)c1	7	-6%	-2	10%	-1%	·
CCOC(=O)C(NCc1ccco1)(NC(=O)c1ccc(OC)cc1)C(F)(F)F (stereo not drawn)	-19	8%	-3	2%	-2%	6%
N#Cc1ccc(Cl)cc1NC(=O)CNCc1cccs1	13	4%[0.00184 µM]	7	40%[activator]	16µM*	21%
COC(=O)c1cc(NC(=O)CSc2nncn2C)cc(C(=O)OC)c1	-11	·	-4	26%	2%	13%
Nc1ccn([C@@H]2O[C@H](CO)[C@@H](O)[C@@H]2O)c(=O)n1	2	20%	-1	38%[activator]	-8%&-3%	?
COc1ccc(-n2c(=O)[nH]c3ccccc3c2=O)c(OC)c1	-2	1%	-1	·	-1%	0%
CSc1nc2ccc(C)cc2c(=O)n1-c1cccnc1	-6	-8%	1	?	0%	2%
O=S(=O)(c1ccccc1)c1cnc(-c2cccnc2)nc1-c1ccc(Cl)c(Cl)c1	-3	-38%	1	?	0%	0%
C[C@@H](NC(=O)[C@@H]1Cc2ccccc2CN1)C(=O)NCc1ccco1	-3	-19%	0	-17%	·	14%
O=C(Cc1ccccc1)NCC(=O)Nc1ccc(OC(F)(F)F)cc1	12	8%	-4	30%	11%	2%
Cn1ccc(NS(=O)(=O)c2cc(Br)ccc2Br)n1	·	-2%	·	5%	·	15%
CCn1cnc2c1c(=O)n(Cc1csc(-c3ccccc3)n1)c(=O)n2Cc1ccccc1	-10	?	-1	14%	-1%	-22%
COc1ccc(S(=O)(=O)Nc2ccccn2)cc1OC	11	3%	-3	·	2%	7%
O=C(O)c1ccc(NS(=O)(=O)c2cccc(C(=O)Nc3ccc([N+](=O)[O-])cc3)c2)cc1	·	-2%	-3	114%[activator]	16%	18%
CCOC(=O)c1c(-c2ccc(C)cc2)cn2ccccc12	-3	-23%	6	-14%	5%	10µM*
COc1ccccc1NC(=O)CSc1nncn1-c1ccccc1	-11	-11%	0	-6%	-3%	3%
COc1ccc(-c2ccc3c(c2)S(=O)(=O)c2cccc(C(=O)NC[C@@H]4CCCO4)c2C3=O)cc1OC	·	13µM*	·	?	·	?
Cc1ccccc1-c1cc(C(=O)NCc2cccs2)n(CC2CC(c3cccnc3)=NO2)n1 (stereo not drawn)	·	?	·	?	·	-8%
Cc1ccc(-c2n[nH]c(Cc3ccccc3)n2)cc1	74*	116%[activator]	49*	175%[activator]	·	?
Cn1c(C(=O)N(Cc2ccccc2)Cc2cccs2)cc2sccc21	18	-20%	9	-16%	3%	7%
O=C1COc2ccc(S(=O)(=O)N3CCN(c4ccccc4)CC3)cc2N1	-6	-1%	-11	?	·	15%
C=CCn1c(SCC(=O)c2ccc(O)c(O)c2)nnc1-c1cccc(OC)c1	·	?	·	?	·	?
CCOC(=O)c1csc(COc2ccccc2Cl)n1	52*	37%[activator]	32*	2%	1%	5%
NC(=O)c1ccc(Nc2ccc([N+](=O)[O-])cc2[N+](=O)[O-])cc1	-5	20%	-4	23%	6%	12%
Cc1ccc(CNC(=O)CN(c2ccc(C)cc2)S(=O)(=O)c2c(C)n[nH]c2C)cc1	-9	8%	-1	6%	·	6%
O=C(CN1C(=O)NC2(CCc3ccccc32)C1=O)Nc1cc(C(F)(F)F)ccc1N1CCOCC1 (stereo not drawn)	-3	?	-4	?	0%	?
N#CC1=C2SCN(Cc3ccccc3)CN2C(=O)CC1c1cccs1 (stereo not drawn)	-3	·	-5	-22%	?	13%
COCCOC(=O)C1=C(N)OC(C)=C(C(=O)OC)C12C(=O)Nc1ccccc12 (stereo not drawn)	-2	3%	1	·	-3%	8%
CCOc1ccc(S(=O)(=O)NCC2(N3CCCCC3)CCCCC2)cc1	·	-10%	·	1%	·	-14%
CC(C)CC(NS(=O)(=O)c1cccc(C(=O)O)c1)C(=O)O (stereo not drawn)	8	40%[activator]	-2	26%	-8%	22%
CCOC(=O)N1CCN(Cc2nnc(-c3ccccc3Cl)o2)CC1	-5	0%	-2	?	-12%	5%
COc1ccc(OCC(=O)Nc2sc3c(c2C(=O)NCC2CCCO2)CCC3)cc1 (stereo not drawn)	6	?	0	-20%	-4%	-28%
CC(=O)N1c2ccc(N=Cc3cc(Br)cc(Br)c3O)cc2CC1C (stereo not drawn)	11	33%[activator]	10	122%[activator]	-14%	·
O=Cc1cn(-c2ccccc2)nc1-c1cc2cc(O)ccc2oc1=O	-9	9%	-3	·	0%	16%
O=C(COC(=O)COc1ccc(Cl)cc1)Nc1ccc(F)c([N+](=O)[O-])c1	-4	-4%	-5	-5%	-1%	11%
CC(NC(=O)Cn1cccc1)c1ccccc1 (stereo not drawn)	3	31%[activator]	-2	36%	7%	2%
O=C(COc1ccccc1-c1ccccc1)c1ccccc1	13	-17%	14	-26%	1%	1%
NC(=O)C(c1ccccn1)c1ncc(C(F)(F)F)cc1Cl (stereo not drawn)	-3	4%	-4	29%	1%	22%
COc1ccc(NC(=S)NC(=O)/C=C/c2ccco2)c(OC)c1	·	-40%	-2	?	4%	10%

Record cards (already shown). Order of screens: Shiga toxin inh	Pf growth 48h	CHX counter	Pf growth 96h	FBPA Giardia inh	HCV inh
`Cn1c(C(=O)N(Cc2ccccc2)Cc2cccs2)cc2sccc21` as listed: 18	-20%	9	-16%	3%	7%
`C=CCn1c(SCC(=O)c2ccc(O)c(O)c2)nnc1-c1cccc(OC)c1` as listed: ·	?	·	?	·	?
`COc1ccc(NC(=S)NC(=O)/C=C/c2ccco2)c(OC)c1` as listed: ·	-40%	-2	?	4%	10%

Sorted by count of non-hydrogen atoms (highest first): three of the compounds above
Compound	Shiga toxin inh	Pf growth 48h	CHX counter	Pf growth 96h	FBPA Giardia inh	HCV inh
COCCOC(=O)C1=C(N)OC(C)=C(C(=O)OC)C12C(=O)Nc1ccccc12 (stereo not drawn)	-2	3%	1	·	-3%	8%
O=Cc1cn(-c2ccccc2)nc1-c1cc2cc(O)ccc2oc1=O	-9	9%	-3	·	0%	16%
CC(NC(=O)Cn1cccc1)c1ccccc1 (stereo not drawn)	3	31%[activator]	-2	36%	7%	2%

The list continues:
Compound	Shiga toxin inh	Pf growth 48h	CHX counter	Pf growth 96h	FBPA Giardia inh	HCV inh
CC1(C)CC(=O)C(C=Nc2cccnc2)=C(O)C1	3	33%[activator]	17	7%	3%	-1%
COc1cc(NC(=O)c2ccccc2C)c(OC)cc1NC(=O)CN1CCOCC1	-17	?	-1	31%[activator]	-22%	-25%
COc1ccc(-n2nnc3c(SCC(=O)NCC4CCCO4)ncnc32)cc1 (stereo not drawn)	9	?	-2	0%	8%	-5%
O=C(Nc1ccccc1)Nc1scc2c1c(=O)oc1ccccc12	35	29%	-2	23%	-13%	-10%
CCOCCOC(=O)COc1ccc(N2C(=O)c3ccccc3C2=O)cc1	-10	3%	-4	·	0%	·
COc1ccccc1CCNC(=O)C(=O)Nc1cc2c3c(c1)CC(=O)N3CCC2	·	1.2µM*	·	1µM*	·	?
CC(C)(C)n1nc2c(c1NC(=O)c1ccc(S(=O)(=O)N3CCCC3)cc1)CS(=O)C2 (stereo not drawn)	-16	·	-3	·	1%	5%
COc1ccc(NC(=O)c2ccc(C)o2)c([N+](=O)[O-])c1	39	129%[activator]	22*	30%	3%	6%
CC(=O)c1ccc(NC(=O)CN2CCN(c3ccccc3)CC2)cc1	-3	-2%	1	123%[activator]	-24%	-1%
Cc1cccc(OCC(=O)Nc2nnc(S(=O)(=O)N3CCCCC3)s2)c1	-7	19%	-3	7.4µM*	?	20%
CC1CCCN(C(=O)COC(=O)Cc2ccc(Cl)cc2)C1 (stereo not drawn)	13	-2%	-2	19%	4%	16%
O=S(=O)(c1ccc(Cl)c(NC(=S)N/N=C/c2ccc(O)cc2)c1)N1CCOCC1	15	-27%	18*	3.3µM*	-4%	?
Cc1ccc(NC(=O)CS(=O)(=O)c2cn(C)c3ccccc23)c(C)c1	-7	-26%	-4	0%	-24%	?
COCCCNC(=O)Cc1ccc(-n2c(C)nc3cccnc32)cc1	2	5%	-2	59%[activator]	1%	3%
COc1ccc2c(c1)CCCC21NC(=O)N(CC(N)=O)C1=O (stereo not drawn)	-19	8%	-1	61%[activator]	-3%	18%
Cc1nc2sc(C(c3ccco3)N3CCN(c4ccccc4)CC3)c(O)n2n1 (stereo not drawn)	-6	-23%	3	-14%	-18%	11%
CCn1c(SCC(=O)Nc2ccccc2C(=O)OC)nnc1-c1ccoc1C	33	-11%	-2	2%	-5%	?
Clc1ccc(-c2cn3ccccc3n2)cc1	40*	463%[activator]	37*	-70%	-10%	-5%
COc1ccc(C(=O)NCc2cn3c(C)csc3n2)cc1OC	12	?	-1	?	-5%	4%
COc1ccc(OC)c(N(CC(=O)Nc2ccc(NC(C)=O)cc2)S(C)(=O)=O)c1	-6	4%	-3	-13%	-2%	19%
CC1CC(=O)Nc2ccccc2N1S(=O)(=O)c1ccc(C(F)(F)F)cc1 (stereo not drawn)	18	?	-1	?	·	28%
CC(C)(C)[C@@H]1C=C(C(=O)N2CCN(Cc3ccccc3)CC2)O[C@H](OCCCCO)C1	-14	12%	-2	?	3%	3%
NC(=O)c1ccc2nc(NC(=O)c3ccc(N)cc3)sc2c1	33*	81%[activator]	20*	12µM*	4%	-25%
COc1ccc(NC(=O)c2ccc3c(=O)n(Cc4ccco4)c(=S)[nH]c3c2)c(OC)c1	-11	35%[activator]	-1	88%[activator]	3%	10%
COc1ccccc1NC(=O)Nc1ccc2[nH]c(=O)[nH]c2c1	18	11%	-3	46%[activator]	-1%	10%
Cc1cc(C(F)(F)F)nn1CC(=O)N1CCCC1	-7	5%	-1	49%[activator]	8%	31%[activator]
Cc1cccc(CC(=O)Nc2ccc(C(=O)N3CCOCC3)cc2)c1	39	8%	6	2.3µM*	·	·
COc1ccc(C(=O)Nc2nc3ccc(S(C)(=O)=O)cc3s2)cc1OC	-4	15%	-3	5.9µM*	3%	?
